M5 ag = CHRM5 agonism in calcium assay; AID 624037; activation, % at 3 µM; CHO-K1 hM5 cells, Fluo-8 calcium fluorescence; 0% DMSO wells, 100% maximal acetylcholine response; P08912; actives 0.19% (n = 360,000);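 active means activation above the run's mean over test compounds plus 3 SD, cut at about 23% in these data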;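 further: signal is peak over basal fluorescence ratio across the kinetic read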
Target sequence (P08912 whole entry, looked up): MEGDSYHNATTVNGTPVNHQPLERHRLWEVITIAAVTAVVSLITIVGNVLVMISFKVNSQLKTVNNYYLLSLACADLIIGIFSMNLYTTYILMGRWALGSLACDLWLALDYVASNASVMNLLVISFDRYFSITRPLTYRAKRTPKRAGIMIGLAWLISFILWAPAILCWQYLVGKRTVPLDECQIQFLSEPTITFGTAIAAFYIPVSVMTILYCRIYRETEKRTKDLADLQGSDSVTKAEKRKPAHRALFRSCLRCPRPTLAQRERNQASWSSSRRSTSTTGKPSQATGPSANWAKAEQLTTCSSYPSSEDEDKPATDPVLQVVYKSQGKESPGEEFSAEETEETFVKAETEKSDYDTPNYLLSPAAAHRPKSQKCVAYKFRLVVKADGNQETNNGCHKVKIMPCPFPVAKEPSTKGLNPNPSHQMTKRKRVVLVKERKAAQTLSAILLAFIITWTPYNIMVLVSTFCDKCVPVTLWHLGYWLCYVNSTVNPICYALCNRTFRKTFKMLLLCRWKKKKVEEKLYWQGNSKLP
CHRM4 PAM = potentiates acetylcholine response at human M4 receptor; activation, % at 3 µM; actives 0.4% (n = 360,000); CHO-K1 hM4/Gqi5, Fluo-8 calcium fluorescence, ACh EC20; 0% = ACh EC20, 100% = maximal ACh; P08173; AID 624126;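 active means activation above its plate's cutoff, the mean activation of sample wells plus 3 SD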; further: some results filed as inactive read as strong as hits
Target sequence (P08173 whole entry, looked up): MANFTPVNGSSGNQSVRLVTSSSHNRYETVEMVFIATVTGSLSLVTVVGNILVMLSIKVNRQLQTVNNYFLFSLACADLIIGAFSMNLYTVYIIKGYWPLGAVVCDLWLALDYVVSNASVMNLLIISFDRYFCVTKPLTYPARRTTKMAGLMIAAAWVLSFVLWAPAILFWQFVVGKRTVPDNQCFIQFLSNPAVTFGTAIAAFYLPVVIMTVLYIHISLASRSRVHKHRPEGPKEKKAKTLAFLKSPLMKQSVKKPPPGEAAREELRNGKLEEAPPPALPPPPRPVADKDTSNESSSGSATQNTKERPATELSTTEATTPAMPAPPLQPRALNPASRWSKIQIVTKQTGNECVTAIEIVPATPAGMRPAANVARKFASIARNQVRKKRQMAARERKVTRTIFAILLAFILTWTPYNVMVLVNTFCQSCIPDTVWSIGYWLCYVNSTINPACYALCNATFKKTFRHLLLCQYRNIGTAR
CHO-K1 Ca antag = counter-screen for M1 antagonists: effect in parental CHO-K1 cells; ATP-induced calcium, Fluo-8 fluorescence; inhibition, % at 3 µM; actives 0.6% (n = 360,000); AID 602250;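 active means inhibition above a per-plate cutoff, the plate's mean sample inhibition plus 3 SD, cut at about 24% in these data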;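 further: 0% = DMSO plus EC80 ATP and 100% = DMSO alone without ATP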
M5 antag = antagonists of human muscarinic M5 receptor (CHRM5) | P08912 | CHO-hM5 cells, Fluo-8 calcium fluorescence, ACh EC80 | inhibition, % at 3 µM | actives 0.59% (n = 360,000);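 active means inhibition above a per-plate cutoff, the mean of that plate's test compounds plus 3 SD, cut at about 27% in these data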;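 further: 0% = acetylcholine EC80 with DMSO and 100% = DMSO without agonist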
CHO-K1 Ca ag = M1 agonist counterscreen hit in parental CHO-K1 cells; Fluo-8 calcium fluorescence; scaled to maximal ATP response, vehicle zero; activation, % at 3 µM; actives 0.48% (n = 360,000); AID 602248; in the data active means activation above about 15%;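 further: untransfected CHO-K1 host cells lacking M1 receptor as counterscreen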
CHRM4 agonist = CHRM4 agonism in calcium assay; P08173; CHO-K1 hM4/Gqi5, Fluo-8 calcium fluorescence; vehicle 0%, full acetylcholine response 100%; activation, % at 3 µM; actives 0.14% (n = 360,000);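 active means activation above the run mean over all test wells plus 3 SD, cut at about 32% in these data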;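 further: peak over basal fluorescence ratio per well then scaled between controls; 0% = DMSO wells and 100% = acetylcholine at EC100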
M1 PAM parental = counter-screen for M1 PAMs: effect in parental CHO-K1 cells; ATP EC20, Fluo-8 calcium fluorescence; 0% at ATP EC20, 100% at ATP max; activation, % at 3 µM; actives 0.02% (n = 360,000); AID 602247;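 active means activation above the run cutoff, the mean activation of all test compounds plus 3 SD, cut at about 40% in these data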;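 further: peak over basal fluorescence ratio in a 140 s read after ATP addition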
M5 PAM = positive allosteric modulators of human muscarinic M5 receptor; P08912; CHO-K1 hM5, Fluo-8 calcium, ACh EC20 PAM; 0% = ACh EC20, 100% = ACh EC100; activation, % at 3 µM; actives 0.3% (n = 360,000);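 active means activation above the run cutoff, the mean activation of all test compounds plus 3 SD, cut at about 18% in these data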
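Measured by: Fluo-8 calcium fluorescence; material: human M5 receptor in CHO-K1 cells; schedule: Post-acetylcholine fluorescence recording 140 s; benchmarks: low control EC20 acetylcholine (0%), high control EC100 acetylcholine (100%); read-out: Max/basal fluorescence ratio as % of EC20–EC100 ACh window; compound: single dose, 3 µM nominal final test concentration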
M4 antag = CHRM4 antagonism in calcium assay | CHO-hM4 cells, ACh EC80, Fluo-8 calcium fluorescence | inhibition, % at 3 µM | actives 0.73% (n = 360,000);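 active means inhibition above its plate's cutoff, the mean inhibition of sample wells plus 3 SD, cut at about 27% in these data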;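 further: 0% = acetylcholine EC80 with DMSO and 100% = DMSO without agonist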
Active calls of the source: *; / = no result given.

SMILES	M5 ag	CHRM4 PAM	CHO-K1 Ca antag	M5 antag	CHO-K1 Ca ag	CHRM4 agonist	M1 PAM parental	M5 PAM	M4 antag
O=S(=O)(c1ccccc1)N1CCN(c2ncccn2)CC1	-1.0	5.1	-18.7	-1.4	1.7	3.9	9.9	-4.8	-6.2
CCc1ccccc1NCC(=O)Nc1ccc(Cl)c(C(F)(F)F)c1	0.2	-22.0	6.2	12.7	3.8	5.4	8.0	-16.2	7.1
CC(C)[C@H](NC(=O)OCc1ccccc1)C(=O)OCC(=O)N1CCN(c2ccc(F)cc2)CC1	3.6	6.4	-2.3	7.2	10.4	12.0	-0.9	-14.1	-10.5
CCN(CC(=O)Nc1ccc2c(c1)OCCO2)C(=O)C1CCCCC1	-7.0	0.8	3.0	-4.0	0.1	1.8	8.5	-9.8	-4.5
O=C(CSc1nnc(CN2CCCCC2)n1-c1ccccc1)c1ccc2c(c1)OCO2	-1.5	2.4	-4.5	-3.4	1.2	3.1	12.5	-2.7	5.7
COC1CC(=O)C2OC(c3ccccc3)OCC2O1 (stereo unspecified)	-0.3	-0.8	-0.1	-2.1	0.7	0.7	6.6	1.5	5.9
CNc1cnn(-c2ccc(C)cc2)c(=O)c1Sc1ccc(C)cc1	-6.3	-3.4	-4.4	15.3	-0.1	-1.3	8.5	0.4	4.2
CN1C(=O)S/C(=C/c2cccnc2)C1=O	2.2	9.0	-13.0	-1.4	0.7	0.9	19.5	-4.3	-1.2
Cc1cc(C(c2nnnn2Cc2ccccc2)N2CCOCC2)c(C)n1-c1ccc2c(c1)OCO2 (stereo unspecified)	0.8	-2.7	-33.2	3.8	1.0	2.4	12.1	1.1	1.3
COc1ccc(CC(=O)NCC2CCCN(Cc3ccc(F)c(OC)c3)C2)cc1 (stereo unspecified)	-4.5	-11.8	14.4	10.1	-0.6	0.0	-9.7	-2.1	12.0
O=C(CN1C(=O)CSc2ccc(S(=O)(=O)N3CCOCC3)cc21)NCc1ccc(F)cc1	-7.1	-2.9	-6.9	-6.0	8.7	1.5	7.8	5.6	-8.9
COc1ccc(C2=Nc3ccccc3N(C(=O)Cc3cc(OC)cc(OC)c3)C2C(=O)NC(C)(C)C)cc1 (stereo unspecified)	2.0	2.1	/	12.6	/	0.9	/	-2.8	-16.2
COc1cc(NC(=O)c2c3c(nc4ccccc24)CCC3)cc(OC)c1	-1.1	12.9	-11.0	-4.4	0.3	0.4	12.4	5.9	2.5
C/C(=N/NC(=O)c1ccn(C)n1)c1ccncc1	4.7	-2.3	-9.8	-6.7	0.2	0.8	12.2	16.3	-8.4
CN(C)Cc1ncccc1Oc1nc2cc(-c3cccc(Cl)c3)sc2c(=O)n1C	-0.9	5.8	-5.9	-1.9	0.8	3.5	15.1	2.3	-17.5
Nc1cc(-c2nc3ncccc3o2)ccc1Cl	2.8	8.2	-14.8	6.8	0.5	0.5	6.7	-0.6	-2.9
O=C(CCCNS(=O)(=O)c1ccc(Br)cc1)N1CC[C@@]2(O)CCCC[C@H]2C1	-3.4	-6.0	9.4	3.5	0.6	3.2	4.5	-7.4	10.6
CCNC(=O)C1(C)CCCN1Cc1c(F)cccc1F (stereo unspecified)	1.0	6.7	-10.7	-9.2	0.4	-0.1	20.4	1.1	-3.0
N#Cc1c(Sc2ncc(C(F)(F)F)cc2Cl)nsc1C/C=N\OCc1ccccc1Br	-2.7	0.4	-3.3	-0.4	0.8	-0.3	7.6	-2.4	10.0
COc1ccc(CCNCc2ccc(-c3ccccc3)cc2)cc1OC	8.9	-10.6	-3.5	-6.8	11.3	34.4*	28.9	5.8	7.0
CCOc1ccc(Nc2nc(Cl)nc(NCCO)n2)cc1	-3.0	9.1	-5.7	-4.7	0.5	-0.2	13.9	-2.6	-3.9
Cc1cc(NC(=O)CN2CCN(C/C=C/c3ccccc3)CC2)c([N+](=O)[O-])cc1C	-5.0	0.8	-5.2	-3.2	0.6	0.9	16.7	-0.4	-1.1
COCCN(C(=O)c1cc(Cl)ccn1)c1c(N)n(Cc2ccccc2)c(=O)[nH]c1=O	-0.5	16.5	-24.3	-2.3	0.6	0.3	7.9	2.0	-31.1
O=[N+]([O-])c1cc2ccccc2nc1-c1ccccc1	-4.4	-1.7	-5.0	19.9	-0.4	-0.8	-5.5	-10.6	7.8
Cc1ccc(NC(=O)CCc2nnc3ccc(N4CCN(C)CC4)nn23)cc1F	-4.1	-0.3	-7.0	-2.5	0.3	0.3	-11.4	3.0	4.0
C/C(=N\N=C(/N)SC1CC(=O)N(c2ccccc2)C1=O)c1cccs1 (stereo unspecified)	5.9	1.1	-17.5	4.2	2.6	3.6	6.8	-4.4	6.4
CCC(C)Nc1nc2c(c(=O)[nH]c(=O)n2C)n1CCOc1ccccc1 (stereo unspecified)	-2.3	0.3	-12.8	6.4	0.9	1.5	5.0	-0.6	-4.6
CCOc1cc(N2CCOCC2)c(OCC)cc1NC(=O)COC(=O)c1c(CC)noc1C	2.3	14.3	-11.9	10.7	0.3	0.8	8.8	4.2	-15.5
CCCC(=O)N(Cc1cc(=O)[nH]c2ccccc12)c1cccc(C)c1	-6.7	-5.9	-5.8	6.9	0.8	1.4	13.2	-2.7	15.3
CCOC(=O)/C(=N\Nc1ccccc1Cl)N1CCN(C)CC1	-3.6	-3.4	5.8	-1.5	0.6	2.7	0.7	0.6	4.1
Cc1sc(NC(=O)c2ccccc2)c(C(c2ccccn2)N2CCN(CCO)CC2)c1C (stereo unspecified)	0.1	-0.2	-3.2	0.1	1.4	3.2	25.2	1.5	-1.0
Cc1ccc2nc(-c3ccc(SCC(=O)Nc4nc(C)cs4)nc3)[nH]c2c1	-1.5	-7.7	-13.2	-1.5	1.3	0.8	17.8	-0.3	7.6
O=C(N/N=C/c1c[nH]c2ccccc12)C1CC1c1ccccc1 (stereo unspecified)	-3.8	2.6	-2.1	10.8	1.8	3.7	15.7	-1.9	-5.8
CCOC(=O)c1ccccc1NC(=O)COC(=O)CCCOc1ccccc1	0.0	3.0	11.4	7.2	-0.7	1.4	-1.5	-2.8	1.0
Cn1c(=N)n(CC(O)c2ccccc2)c2ccccc21 (stereo unspecified)	-1.6	0.9	-5.5	-2.6	0.0	0.1	6.3	4.5	3.9
O=C(O)c1cnn2c(C(F)(F)F)cc(-c3ccco3)nc12	0.0	2.8	-12.2	-8.1	0.5	0.3	14.8	1.0	-0.3
COc1ccc(NS(=O)(=O)c2cccc(C(=O)N3CCOCC3)c2)cc1	1.1	1.9	-0.2	-18.1	0.6	1.6	15.5	11.0	-11.7
O=C(Cc1cccs1)N(Cc1ccco1)C1(C(=O)NC2CCCC2)CCCCC1	-2.8	1.7	-3.4	-7.6	-0.2	0.1	9.6	-3.7	-2.5
COc1cccc(C(C(=O)NC2CCCCC2)N(C(=O)c2csnn2)C2CC2)c1 (stereo unspecified)	-1.6	-0.2	-12.4	-0.8	0.6	2.9	11.2	-4.1	13.0
COc1cc(S(=O)(=O)n2nc(C)cc2C)c(OC)cc1Cl	-1.4	5.2	-4.9	3.7	-0.3	2.8	2.9	-1.3	-5.3
CSc1ccc(CN2CCC2(C)C(=O)Nc2ccc(C)c(O)c2)cc1 (stereo unspecified)	-1.4	-2.9	-11.8	-3.3	0.5	1.7	10.2	-2.9	-9.1
Cc1ccc(NC(=O)NNc2cccc(Cl)n2)cc1	-3.9	0.3	-2.8	6.3	0.2	0.3	0.1	0.3	1.3
COc1ccc(C(=O)OCCCOC(=O)c2ccc(OC)cc2OC)c(OC)c1	3.7	-0.1	-1.5	-6.1	1.3	2.5	14.8	1.8	-4.4
CC(=O)c1cccc(NC(=O)N2CCC(C(=O)c3ccc(F)cc3)CC2)c1	1.5	1.8	-18.9	6.7	5.3	5.7	8.0	-3.9	1.5
CC1Cc2ccccc2N1C(=O)C1CCN(S(=O)(=O)Cc2ccccc2)CC1 (stereo unspecified)	-5.9	0.2	-7.1	-8.6	2.7	4.4	12.8	-15.2	-4.7
CC(NC(=O)Cc1ccccc1)c1ccc(F)cc1 (stereo unspecified)	-0.6	-1.1	0.1	-4.6	0.9	2.7	4.8	-3.0	-17.3
Cc1nc(C)c(-c2csc(Nc3ccc(Cl)cn3)n2)s1	-0.1	2.9	-7.8	4.2	2.4	2.7	21.6	-1.0	8.0
Cc1cccnc1N1C(=O)c2ccc(C(=O)O)cc2C1=O	-0.8	4.7	5.6	5.8	0.3	0.3	11.3	0.7	-3.3
CCCCCn1c(=O)[nH]c2cc(C(=O)N3CCN(c4ccc(C(C)=O)cc4)CC3)ccc2c1=O	-0.8	4.8	-2.9	4.0	5.5	3.5	0.0	0.6	-13.8
Cn1c(=O)c2c3c(sc2n2cnnc12)CCC3	-2.5	9.1	-10.5	-7.8	0.2	0.6	14.8	-3.6	-6.3
Cn1c(CC(=O)Nc2cccc(Cl)c2Cl)nnc1SCC(=O)NC1=NCCS1	-0.7	2.3	-14.6	3.2	0.7	-0.5	-1.7	3.9	-3.9
Cc1ccc(C)c(C(=O)Nc2ccncc2)c1	1.3	-2.6	-4.9	11.6	1.6	1.0	17.1	-6.0	-0.2
CC(=O)Nc1ccc(NC(=O)CN(C)S(=O)(=O)c2ccc3c(c2)CCC(=O)N3)cc1	-3.1	5.3	2.6	-7.9	0.8	0.8	7.5	4.9	-3.1
COc1cccc(N2CN(CCc3ccccc3)CNC2=S)c1	-2.6	1.2	-3.1	3.4	0.5	0.7	11.8	6.9	3.2
CCCCCCCc1c(O)nc(SCCN(C)C)[nH]c1=O	-1.6	-3.1	-11.7	2.4	0.1	-0.1	12.1	1.3	4.8
Cc1ccccc1/[N+]([O-])=C/c1ccncc1	-6.3	4.1	6.9	-5.0	0.4	0.8	4.5	-6.5	-2.1
O=C(Nc1cccs1)Nc1c(F)c(F)cc(F)c1F	1.9	-1.8	9.2	4.5	1.1	1.2	2.1	-3.6	13.0
CCC(=O)N1c2ccc(S(=O)(=O)N3CCOCC3)cc2CC1C (stereo unspecified)	-4.2	-2.3	-11.8	11.4	0.6	0.0	11.3	-3.2	3.8
Cc1cc(C)cc(OCC(=O)OCC(=O)c2ccc3c(c2)NC(=O)CO3)c1	1.0	5.2	-3.1	-0.5	2.6	3.7	12.8	2.3	4.0
CCCCOCCCNC(=O)N[C@H](C(=O)OC)C(C)CC (stereo partly specified)	-1.0	2.4	-8.9	5.2	-0.3	0.7	18.5	4.4	-7.6

4 entries picked at random from the list so far:
SMILES	M5 ag	CHRM4 PAM	CHO-K1 Ca antag	M5 antag	CHO-K1 Ca ag	CHRM4 agonist	M1 PAM parental	M5 PAM	M4 antag
Cc1ccc(C)c(C(=O)Nc2ccncc2)c1	1.3	-2.6	-4.9	11.6	1.6	1.0	17.1	-6.0	-0.2
Cc1ccccc1/[N+]([O-])=C/c1ccncc1	-6.3	4.1	6.9	-5.0	0.4	0.8	4.5	-6.5	-2.1
O=C(Nc1cccs1)Nc1c(F)c(F)cc(F)c1F	1.9	-1.8	9.2	4.5	1.1	1.2	2.1	-3.6	13.0
COc1cccc(N2CN(CCc3ccccc3)CNC2=S)c1	-2.6	1.2	-3.1	3.4	0.5	0.7	11.8	6.9	3.2
